# hcDAF12 agonist: H. contortus DAF-12 activation, primary screen. 1.4% of 370,000 active. activation, % at 6.8 µM. HEK293 hcDAF-12 lit1-tk-luc reporter, luminescence; 0% DMSO, 100% Δ7-dafachronic acid. AID 652067;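 active = activation above the mean of all tested compounds plus 3 SD, cut at about 5.5% in these data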;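 note: 100% = response to 3 µM Δ7-dafachronic acid high control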
# PLCb3 inh: PLC-beta3 (human) inhibition, primary screen. Q01970. Purified PLC-beta3, fluorogenic substrate, fluorescence. inhibition, % at 12.2 µM. 0.18% of 370,000 active; in the data active = inhibition above about 11%;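 note: 0% = median of compound wells on plate and 100% = full blocker control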
# ADAM17 inh: ADAM17 inhibition, QFRET primary screen | P78536 | recombinant ADAM17, EDANS/DABCYL FRET peptide cleavage | inhibition, % at 6.95 µM | 0.83% of 370,000 active;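 active = inhibition above the mean of compounds lying between control limits plus 3 SD, set per campaign, cut at about 8.5% in these data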;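 note: 0% = DMSO-only wells as the low control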
# DAX1 inh-1: inhibitors of human orphan nuclear receptor DAX1 (NR0B1); HEK293 Gal4-DAX1 luciferase reporter, luminescence; inhibition, % at 6.75 µM; 0.99% of 340,000 active; AID 504766; P51843;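 active = inhibition above the mean over all tested compounds plus 3 SD, cut at about 4.2% in these data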;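 note: 0% = DAX1-transfected cells with DMSO and 100% = empty-vector control cells with DMSO; inhibition shows as a rise in luminescence from relieved DAX1 repression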
# Target sequence (P51843 207-470 limits assumed): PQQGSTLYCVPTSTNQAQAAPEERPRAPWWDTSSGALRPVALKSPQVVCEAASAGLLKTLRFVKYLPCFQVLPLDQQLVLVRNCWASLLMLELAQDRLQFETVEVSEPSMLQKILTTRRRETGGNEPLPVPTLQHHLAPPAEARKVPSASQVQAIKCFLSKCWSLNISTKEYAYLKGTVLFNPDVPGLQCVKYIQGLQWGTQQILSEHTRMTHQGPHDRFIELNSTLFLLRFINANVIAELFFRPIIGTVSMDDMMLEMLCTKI
# SMARCA2 act: SMARCA2 function activation, primary screen | activation, % at 9.1 µM | AID 652017 | MG213 cells, MMTV-luciferase reporter, dexamethasone, overnight | 1% of 370,000 active; in the data active = activation above about 7.8%;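 note: 0% = vehicle wells and 100% = reference activator wells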
# DAX1 inh-2: inhibitors of DAX1 repression of SF-1 activated StAR promoter | HEK293T StAR-luciferase reporter, SF-1/DAX-1 repression relief | AID 652010 | 1.1% of 370,000 active | inhibition, % at 6.8 µM;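 active = inhibition above the mean over all tested compounds plus 3 SD, cut at about 3.6% in these data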;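 note: 0% = DAX-1 cells with DMSO and 100% = cells lacking DAX-1 with DMSO; higher inhibition means more luminescence from relief of DAX-1 repression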
# Rev-erbA mod: modulators of human Rev-erb alpha DNA binding | 0.79% of 370,000 active | activity, % at 10 µM | Rev-erbα–FITC-DNA binding, fluorescence polarization, 90 min | P20393;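 active = activity above about 14%, limit read from the data; passing the limit was not always enough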;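 note: 0% = DMSO wells with 35 nM protein and 100% = DMSO wells with 750 nM protein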
# Target sequence (P20393 whole entry, looked up): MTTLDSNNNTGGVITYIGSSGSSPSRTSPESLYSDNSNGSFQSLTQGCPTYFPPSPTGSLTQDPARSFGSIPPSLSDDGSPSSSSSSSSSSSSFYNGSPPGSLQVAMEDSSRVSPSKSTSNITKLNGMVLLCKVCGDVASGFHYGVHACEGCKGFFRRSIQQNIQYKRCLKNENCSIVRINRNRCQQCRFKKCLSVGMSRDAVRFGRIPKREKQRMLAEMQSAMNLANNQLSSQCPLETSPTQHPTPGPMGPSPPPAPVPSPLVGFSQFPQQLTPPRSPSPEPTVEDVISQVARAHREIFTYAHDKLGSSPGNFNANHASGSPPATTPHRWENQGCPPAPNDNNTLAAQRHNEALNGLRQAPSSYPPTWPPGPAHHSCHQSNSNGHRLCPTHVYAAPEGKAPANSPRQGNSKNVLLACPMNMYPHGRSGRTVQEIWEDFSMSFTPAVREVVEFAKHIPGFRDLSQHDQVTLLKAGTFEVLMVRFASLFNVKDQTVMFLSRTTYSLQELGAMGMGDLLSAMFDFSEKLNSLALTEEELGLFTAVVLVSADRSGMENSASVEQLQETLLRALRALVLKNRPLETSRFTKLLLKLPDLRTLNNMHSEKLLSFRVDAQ
# ssDAF12 agonist: S. stercoralis DAF-12 activation, primary screen; AID 652126; 1% of 370,000 active; activation, % at 6.8 µM; HEK293 ssDAF-12/GRIP1 lit1-tk-luc reporter, luminescence; % of 3 µM dafachronic acid response;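 active = activation above the mean over all tested compounds plus 3 SD, cut at about 0.9% in these data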;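 note: 0% = DMSO-only wells and 100% = 3 µM delta7-dafachronic acid wells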
# hgDAF-12 ag: agonists of H. glycines DAF-12 nuclear receptor; HEK293 GAL4-hgDAF12 UAS-luciferase reporter, agonist luminescence; normalized to butyrate control; activation, % at 6.8 µM; 1.8% of 370,000 active; AID 687014;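 active = activation above a cutoff set at the mean of all screened compounds plus 3 SD, cut at about 10% in these data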;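 note: 0% = DMSO wells and 100% = sodium butyrate wells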
# PLCg1 inh: PLC-gamma1 (human) inhibition, primary screen; P19174; purified PLC-gamma1, fluorogenic substrate, fluorescence; inhibition, % at 12.2 µM; 0.84% of 370,000 active; AID 720700; in the data active = inhibition above about 9.5%
# MBD2 inh: MBD2-methylated oligo binding inhibition; inhibition, % at 4.4 µM; Q9UBB5; AID 686964; 0.31% of 370,000 active; TR-FRET, MBD2 binding to methylated oligonucleotide; in the data active = inhibition above about 13%
# The depositor's hits bear a star; / = no result given; & = joins results of further samples; ! = repeats disagree.
SMILES,hcDAF12 agonist,PLCb3 inh,ADAM17 inh,DAX1 inh-1,SMARCA2 act,DAX1 inh-2,Rev-erbA mod,ssDAF12 agonist,hgDAF-12 ag,PLCg1 inh,MBD2 inh
O=C(CSc1nc2c(c(=O)[nH]1)CN(Cc1ccc(F)cc1)CC2)Nc1ccc(F)cc1,-2.7,-14.0,0.0,-1.0,0.4,0.5,-5.7,-0.8,0.7,-10.6,0.3
Nc1nc(CCl)nc(Nc2cccc3ccccc23)n1,-3.2,-3.5,-3.2,/,-12.2,-1.5,-0.7,-1.8,-5.6,0.8,-4.3
Cc1ccc(S(=O)(=O)N2CCN(C3CC(=O)N(c4ccc(F)cc4)C3=O)CC2)cc1C (centres undefined),0.4,-2.9,-1.8,1.1,-3.1,-2.1,-2.7,-1.4,1.2,5.8,1.9
Cc1cccc(OCc2nnc(SCc3cc(=O)n4cc(Br)ccc4n3)o2)c1,-1.3,-18.6,-10.6,-0.4,-3.1,-0.6,6.8,-1.3,-1.2,-11.1,0.0
COc1ccc(-c2cc(C(=O)Nc3nc4c(C)cccc4s3)c3ccccc3n2)cc1OC,3.4,-15.2,3.1,1.1,-0.4,1.1,5.1,0.8,1.9,-9.9,-5.3
Cc1ccc2c(Cl)c(C(=O)Nc3cc(C)on3)sc2c1,1.1,3.1,3.9,5.2*,2.9,1.1,12.6,-0.3,5.3,3.8,-4.5
CCOC(=O)/C=C/[C@H]1CC(c2ccccc2)(c2ccccc2)CO1,-1.9,0.1,1.6,-0.8,-1.8,-0.3,3.3,-1.1,-0.2,1.6,-8.1
O=C(CCn1nc(-c2ccc(Cl)cc2)c2ccccc2c1=O)NCCN1CCOCC1,-0.8,1.3,-10.9,-0.1,-0.9,-0.6,0.7,-0.3,0.0,-0.1,-4.0
C/C(Cn1nnc2ccccc21)=N\OC(=O)c1cc(F)c(F)cc1Cl,-2.2,-3.0,0.0,-0.6,-0.3,-0.1,2.0,-0.9,1.1,1.5,7.1
CCN(C(=O)Cc1c(C(=O)O)n(C)c2ccccc12)c1cccc(C)c1,2.2,-6.3,-2.3,0.6,-0.5,0.1,4.0,-0.8,-0.5,-0.7,-1.6
O=C(CN(Cc1ccco1)C(=O)c1cc(=O)[nH]c2ccccc12)Nc1ccccc1Br,-0.6,-16.1,-14.7,0.6,-1.1,0.9,-1.7,-0.3,-1.1,-8.5,-2.2
CCOC(=O)C1(Cc2ccccc2Cl)CCN(S(=O)(=O)N(C)C)CC1,-1.6,-6.6,-3.5,1.1,-2.6,0.4,2.6,-1.9,0.6,-1.7,0.4
NC(=O)c1ccc(-c2noc(-c3ccccc3F)n2)cc1,5.6*,-3.3,-3.9,-2.5,6.1,1.9,-0.4,0.3,15.1*,-0.5,2.3
CCN(CC)S(=O)(=O)c1ccc2[nH]cc(C(=O)NCCN3CCCCCC3)c(=O)c2c1,-1.2,-4.7,-34.4,-0.5,1.4,1.7,-4.2,-1.2,0.8,-1.0,1.4
CC(=O)Nc1ccc(S(=O)(=O)Oc2ccccc2N2C(=O)C3C4CCC(C4)C3C2=O)cc1 (centres undefined),1.3,-8.9,-2.5,-0.7,-2.6,-2.0,-5.0,-0.9,-5.1,0.8,6.2
NNC(=O)c1cccn(Cc2ccc(Cl)cc2Cl)c1=O,-2.2,-9.8,-7.3,-2.6,-1.3,-0.6,-5.4,-1.4,-0.5,-5.2,-8.1
Cc1noc(C)c1C(=O)N1CCN(Cc2ccccc2)CC1,-1.1,1.7,-1.8,-0.2,0.4,-0.6,/,-0.5,1.0,2.7,-1.2
CCOc1ccc(N2C(=O)CC(N(CCc3ccc(OC)c(OC)c3)C(=S)Nc3ccccc3)C2=O)cc1 (centres undefined),-2.2&-2.5,2.1&-6.0,9.3*!,-0.6,-4.1&-5.3,0.5&1.3,-0.3&-4.0,-1.4&-1.8,-3.1&-2.6,-0.2&1.9,-2.9&2.6
O=C(Nc1cccc(Cl)c1)c1cc(F)cc2c1OCOC2,1.3,-9.5,-7.3,1.0,3.4,0.2,1.9,-1.4,2.3,-2.6,-0.6
O=C(NCCCc1ccccc1)c1cccc(NC(=O)c2ccccc2)c1,-1.7,4.3,0.2,-0.9,-2.0,-0.9,-1.4,-0.5,-1.4,0.0,-5.2
CCN(CC)CCn1c2c(c(SCC(=O)Nc3cc(C)on3)nc1=O)CCCC2,-2.3,-1.4,-0.2,-0.2,-0.4,1.2,-2.4,-0.7,-2.9,-1.5,-0.8
Cn1ncc(Br)c1C(=O)OCC(=O)Nc1nc(-c2ccccc2)cs1,-1.2,2.4,-1.6,-1.4,1.6,0.2,-1.9,-1.0,3.6,-1.4,-4.8
Cc1nc(C)n(CC(C)C(=O)N2CCN(S(=O)(=O)c3ccccc3)CC2)n1 (centres undefined),-0.5,-2.9,1.0,1.3,-4.0,0.6,6.2,-0.9,0.3,3.8,-5.4
CCNC(=O)C1CCN(S(=O)(=O)c2ccc(F)cc2)CC1,-2.2,1.2,-7.3,-0.4,-2.0,0.1,0.0,-1.2,3.8,-0.3,-1.0
CCc1ccc(-c2cn(C3CCCCC3)c(=S)[nH]2)cc1,10.6*,-3.8,9.6*,0.2,-2.3,0.8,6.1,-0.1,7.4,6.3,3.4

# Complete entries, looked up by structure. Order of values: hcDAF12 agonist, PLCb3 inh, ADAM17 inh, DAX1 inh-1, SMARCA2 act, DAX1 inh-2, Rev-erbA mod, ssDAF12 agonist, hgDAF-12 ag, PLCg1 inh, MBD2 inh
# NC(=O)c1ccc(-c2noc(-c3ccccc3F)n2)cc1 across the screens: 5.6*, -3.3, -3.9, -2.5, 6.1, 1.9, -0.4, 0.3, 15.1*, -0.5, 2.3
# CCNC(=O)C1CCN(S(=O)(=O)c2ccc(F)cc2)CC1 across the screens: -2.2, 1.2, -7.3, -0.4, -2.0, 0.1, 0.0, -1.2, 3.8, -0.3, -1.0

# The results go on:
SMILES,hcDAF12 agonist,PLCb3 inh,ADAM17 inh,DAX1 inh-1,SMARCA2 act,DAX1 inh-2,Rev-erbA mod,ssDAF12 agonist,hgDAF-12 ag,PLCg1 inh,MBD2 inh
CC(C)CC1Nc2ncnc(N3CCN(c4ccccn4)CC3)c2N(Cc2ccccc2)C1=O (centres undefined),-1.9&-0.8,-4.5&-10.4,-5.1&-6.5,0.8,-0.9&-3.1,0.1&-1.3,0.1&9.9,-1.4&-1.7,-0.2&-1.2,-1.9&-4.0,2.6&2.7
O=C(c1ccccc1S(=O)(=O)NCc1ccccc1)N1CCCCC1,1.6,-2.0,-2.3,3.1,-0.4,-0.4,-3.6,-1.3,4.0,2.5,0.3
CSCCC(NS(=O)(=O)c1ccc(Cl)cc1)C(=O)OCC(=O)N1CCOCC1 (centres undefined),-1.4,-1.3,1.3,-0.7,-0.9,0.1,-5.9,-0.3,-1.2,1.6,-2.0
CCc1cccc2sc(N(CCCN3CCOCC3)C(=O)CS(=O)(=O)c3ccccc3)nc12,-1.9,-5.0,-3.6,0.3,0.1,0.3,-4.1,-0.6,4.6,4.1,0.5
Nc1c(C(=O)N/N=C/c2ccc(Cl)cc2)cnn1-c1ccccc1,0.0,-8.6,-3.5,-0.5,4.4,0.6,-5.1,-1.2,0.4,-3.1,4.6
COc1ccccc1OCC(=O)N1CCN(S(=O)(=O)c2ccc(Cl)cc2)CC1,-0.8,-0.8,-3.4,-0.3,-1.6,1.4,-7.5,-0.8,2.3,1.0,4.0
COc1ccc(-c2nnc3sc(-c4ccco4)nn23)cc1OC,-2.5,-9.3,-0.8,-1.1,3.2,1.1,0.0,-1.2,2.0,-3.2,2.3
CCN(CC)CCCN(C(C)=O)c1nc(-c2cc(OC)ccc2OC)cs1,0.4,4.0,2.2,2.0,1.4,0.1,-0.1,-0.1,0.9,2.9,1.2
COc1ccc(CCNC(=O)COC(=O)COc2ccc(C#N)cc2)cc1,0.1,-2.6,-2.0,1.2,-1.3,-0.8,-5.1,-1.9,-0.5,-1.3,0.5
CCC(NC(=O)Cc1c(C)c2ccc(OC)c(C)c2oc1=O)C(=O)NC(Cc1ccc(Cl)cc1)C(=O)O (centres undefined),0.5,-73.5,-256.2,1.2,1.1,1.1,6.0,-1.3,-0.8,-50.4,1.2
COc1cc(CNCCCO)ccc1OCC(=O)NC(C)(C)C,-0.3,-5.2,-4.3,1.0,-3.1,-0.2,6.0,-1.6,-4.1,2.9,3.4
O=C(c1csc2ccccc12)N1CCN(c2ccc(Cl)c(Cl)c2)CC1,0.2,-1.4,-1.5,0.7,-1.5,0.1,4.0,-1.7,-1.5,2.7,3.1
O=C(Cc1cccs1)Nc1nnc(SCC(=O)N2CCCCC2)s1,-1.6,-4.4,-4.6,-0.3,-1.9,-0.6,-5.0,-0.9,1.6,-2.2,-2.8
CCOC(=O)c1c(-c2ccccc2)oc2ccc(O)c(CN3CCN(C)CC3)c12,-3.8,-54.7,-1.8,-4.4,-2.8,-2.1,0.7,-1.8,-4.9,-54.4,4.5
C=CCN1CC(COc2ccc(OC)cc2)OCCS1(=O)=O (centres undefined),-0.3,0.8,-1.5,/,-2.3,2.3,-3.8,-0.8,-1.2,-0.3,0.4
Cc1ccc(Cl)cc1N1CCN(S(=O)(=O)c2c(C)nc3scc(C)n3c2=O)CC1,2.3,-6.7,-1.3,-0.9,-1.5,0.2,-5.1,-1.1,-2.1,1.4,-4.1
O/N=C(\Cn1ccnc1)c1ccccc1,-0.1,-5.8,0.0,1.8,2.3,-0.4,3.9,-1.4,2.1,0.5,1.4
O=C(NNC(=O)c1cc(-c2ccncc2)nc2ccccc12)c1ccccc1F,4.0,-3.0,2.1,1.7,5.5,2.4,-3.3,-0.7,4.3,-0.9,-0.1
O=C(NCCOCc1ccccc1)C(c1ccccc1)c1ccccc1,-2.2,-2.7,-2.0,-0.8,-3.9,0.2,4.7,-1.1,-2.6,-0.9,0.8
COc1ccc(C(=O)Nc2ccc3[nH]c(-c4cccc(OC)c4)cc(=O)c3c2)cc1,-1.4,-33.0,-9.4,-2.1,1.1,-1.7,50.9*,-1.2,-2.3,-18.9,2.3
O=C(NCC1CCCCC1)c1ccc(F)cc1Cl,1.4,-8.6,-3.9,7.4*,2.3,0.6,1.2,-0.2,3.5,0.5,-0.5
CCCCN(C)C(=O)c1ccc(CS(=O)(=O)c2ccccc2C)o1,-2.5,-7.5,7.2,0.8,0.0,0.2,3.1,-1.7,-0.5,-4.2,-1.6
CSc1nc2ccccc2cc1/C=C(\C#N)c1cccc(Cl)c1,-1.1,-2.0,-1.7,0.5,2.2,-0.9,-3.0,-1.4,0.8,-0.3,-0.2
O=C(CCCCCN1C(=O)c2ccccc2C1=O)Nc1ccc(S(=O)(=O)N2CCCCC2)cc1,-0.3,0.3,-1.3,-2.0,-4.3,-1.3,-7.0,-2.0,-4.8,0.7,3.2
Cc1cc(C(=O)N/N=C/c2cc(Br)ccc2OC(=O)c2ccccc2)n[nH]1,-3.9,-75.8,-12.8,-0.9,1.5,-2.2,3.7,-1.6,-7.6,-57.9,1.8
O=C(CSc1ccc(-c2ccco2)nn1)N1CCCCCC1,0.5,-14.8,-5.8,0.3,0.7,0.3,-4.3,-1.5,3.9,-4.2,-5.3
CCOC(=O)c1c(C)[nH]c(C)c1C(=O)COC(=O)/C=C/c1cccc([N+](=O)[O-])c1,-1.5,-1.3,0.9,0.5,0.8,-0.1,-1.9,-0.5,0.8,0.2,-4.3
Cc1ccc(S(=O)(=O)N2CCCCC2)cc1NC(=O)CNC(C)c1ccc(Cl)c(Cl)c1 (centres undefined),-2.4,-1.8,4.2,-0.7,-5.5,-1.2,3.2,-1.4,-3.1,-1.1,-0.4

# Screening data from PubChem.
